ELG1 repair inh: qHTS screen for small molecules that inhibit ELG1-dependent DNA repair in human embryonic kidney (HEK293T) cells expressing luciferase-tagged ELG1. HEK293T ELG1-luciferase reporter, luminescence, 16 h; DNA damage induced by 5-fluorouridine. Potency, µM (series often up to 46.1 µM), without a hit: top-dose activity change, negative = inhibition, hits mostly inhibitors. 330,000 tested, 2.3% active; note: potency is the fitted concentration of half-maximal effect; % is set by controls: 0 for no effect and ±100 for the full control effect; nearly all actives have a fitted effect of over 55% in size
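5-Fluorouridine DNA damage + compound/DMSO, 2,000 cells/well, 16 h, 37 °C/5% CO2. ONE-Glo, 30 min RT, luminescence. Readout = decrease in reporter signal.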
Rab9 prom act: qHTS Assay for Rab9 Promoter Activators; AID 485297, 2010; Huh7 Rab9 promoter-luciferase reporter, luminescence, 24 h; Potency, µM (series often up to 9.22 µM), for inactives: at the top dose activation, negative = inhibition, most hits filed as activators; 320,000 tested, 2.8% active; note: potency is the fitted concentration of half-maximal effect; % of control where 0% means no effect; nearly all actives have a fitted effect of over 60% in size
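Promoter activation is measured as luciferase luminescence in Huh7 cells stably transfected with a Rab9 promoter–luciferase construct, following 24 h compound exposure at 37 °C and 10 min reagent incubation at ambient temperature.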
VP16 counter: VP16 counterscreen qHTS for inhibitors of ROR gamma transcriptional activity. 310,000 tested, 3.5% active. Drosophila S2 Gal4-VP16 UAS-luciferase, luminescence, 20 h. Potency, µM (series often up to 53.6 µM), for inactives: at the highest dose activity, negative = inhibition, actives largely listed as inhibitors;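 note: Gal4-VP16 expression switched on by copper sulfate through the metallothionein promoter; potency is the fitted concentration of half-maximal effect; % is set by controls: 0 for no effect and ±100 for the full control effect; nearly all actives have a fitted effect of over 50% in size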
NPC1 promoter act: qHTS Assay for NPC1 Promoter Activators. Huh7 NPC1 promoter luciferase reporter, 24 h. Potency, µM (series often up to 9.22 µM), for the others: top-dose activation, hits mostly activators. 320,000 tested, 2.4% active. AID 485313, 2010;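 note: potency is the fitted concentration of half-maximal effect; % of control where 0% means no effect; nearly all actives have a fitted effect of over 60% in size; reporter is driven by a mutant NPC1 promoter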
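Readout is luciferase luminescence, reflecting NPC1 promoter activation in stably transfected Huh7 cells after 24 h compound exposure at 37 °C in reduced-serum medium with 10% FBS.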
KCNH2 3.1 inh: qHTS for Inhibitors of KCHN2 3.1: Mutant qHTS; U2OS KCNH2 3.1, thallium flux FluxOr; stronger effect = lower value; Potassium voltage-gated channel subfamily H member 2, brain isoform KCNH2 3.1 (human); 340,000 tested, 0.95% active; activity change, % (tested at about 1.8 µM); AID 720553, 2013;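 active = maximum activity change below -70%; inconclusive = maximum activity change from -70% to -50%; inactive = maximum activity change above -50%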;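 note: thallium influx rate constant from kinetic fluorescence after stimulation buffer; % is set by controls: 0 for no effect and ±100 for the full control effect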
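FluxOr-based Tl+ influx in U2OS cells transduced with KCNH2 3.1 virus; rate constants normalized to DMSO controls.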
RORg inh: qHTS for inhibitors of ROR gamma transcriptional activity; Drosophila S2 Gal4-RORgamma UAS-luciferase reporter, 20 h; Potency, µM (top dose mostly 53.6 µM), for the others: at the top dose activity change, negative = inhibition, most hits filed as inhibitors; 310,000 tested, 5.4% active; note: potency is the fitted concentration of half-maximal effect; % is set by controls: 0 for no effect and ±100 for the full control effect; nearly all actives have a fitted effect of over 60% in size
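Luciferase reporter read in Schneider cells carrying Gal4-RORγ (mouse) and UAS-Photinus luciferase; cells given compound 1 h before 700 uM copper sulfate induction, then incubated 20 h at ambient temperature.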
Mito fusion yeast: qHTS Assay for Small Molecule Inhibitors of Mitochondrial Division or Activators of Mitochondrial Fusion; 320,000 tested, 0.23% active; S. cerevisiae fusion-defective mutant growth rescue, CellTiterGlo 48 h; Potency, µM (titrated, usually from 46.1 µM), without a hit: at the top dose growth rescue (activation), most hits filed as activators; AID 485298, 2010;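 note: potency is the fitted concentration of half-maximal effect; % of control where 0% means no effect; nearly all actives have a fitted effect of over 45% in size; temperature-sensitive fusion mutants such as fzo1-1 at 37 °C on non-fermentable ethanol glycerol medium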
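Read-out: ATP-based luminescence (CellTiterGlo, 10 min ambient) reporting growth of fusion-defective ts yeast after 48 hours at 37C on glycerol/ethanol YPEG medium in the presence of compound.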
MBNL1 CUG block: qHTS Assay for Inhibitors of MBNL1-poly(CUG) RNA binding | 280,000 tested, 0.036% active | TR-FRET MBNL1-His/biotin-(CUG)12 binding, 665/545 ratio | Muscleblind-like protein 1 (Homo sapiens), Q9NR56 | Potency, µM (top dose mostly 57.5 µM), for inactives: at the highest dose activity change, negative = inhibition, most hits filed as inhibitors; active = well fitted inhibition curve with a large enough effect in the signal ratio, with a control signal flat, not every such curve was filed as active; inconclusive = small, poorly fitted or top-dose-only effect, or effect the other way, or a change in a side signal; inactive = no such curve, though single readings can be large or run the other way; the % refers to the signal ratio; note: potency is the fitted concentration of half-maximal effect; % is set by controls: 0 for no effect and ±100 for the full control effect
Target sequence (Q9NR56 whole entry, looked up): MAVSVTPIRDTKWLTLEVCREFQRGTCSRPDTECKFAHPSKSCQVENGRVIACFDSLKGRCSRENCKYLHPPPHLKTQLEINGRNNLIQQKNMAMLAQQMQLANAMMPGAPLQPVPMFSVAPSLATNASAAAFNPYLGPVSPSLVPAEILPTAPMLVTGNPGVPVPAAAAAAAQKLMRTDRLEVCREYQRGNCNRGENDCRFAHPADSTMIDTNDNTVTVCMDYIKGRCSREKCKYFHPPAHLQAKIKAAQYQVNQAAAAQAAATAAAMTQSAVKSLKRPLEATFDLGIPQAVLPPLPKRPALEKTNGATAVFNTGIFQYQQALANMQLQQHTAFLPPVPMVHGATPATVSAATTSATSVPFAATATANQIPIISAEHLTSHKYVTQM
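TR-FRET between His-tagged MBNL1 and biotin-(CUG)12 RNA, detected with Tb anti-His antibody (0.055 ng/ul) and streptavidin-XL665 (5 nM), 60 min at room temperature. Compounds titrated 92 nM to 58 uM; 665/545 nm ratio normalized to buffer and complex controls.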
PKM2 activator: qHTS Assay for Activators of Human Muscle isoform 2 Pyruvate Kinase | Pyruvate kinase PKM (Homo sapiens), P14618 | purified PKM2, Kinase-Glo ATP luminescence, activation; response scale: 0% is enzyme alone, no compound | Potency, µM (doses to about 57.5 µM), without a hit: at the top dose activation, hits mostly activators | 260,000 tested, 0.34% active; note: potency is the fitted concentration of half-maximal effect; % is set by controls: 0 for no effect and ±100 for the full control effect; nearly all actives have a fitted effect of over 55% in size
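Purified hPK-M2 (>95% pure) converted ADP (0.1 mM final) to ATP with 0.5 mM PEP in 50 mM imidazole pH7.2, KCl, MgCl2, Tween 20, BSA; 1 h at room temperature. ATP detected by Kinase-Glo luminescence.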
FLuc counter: qHTS profiling assay for firefly luciferase inhibitor/activator using purifed enzyme and Km concentrations of substrates (counterscreen for miR-21 project); Luciferin 4-monooxygenase (Photinus pyralis), P08659; purified FLuc, Km substrates, luminescence inhibition; Potency, µM (highest dose often 57.5 µM), inactives show at the highest dose activity change, negative = inhibition, most hits filed as inhibitors; 360,000 tested, 6.9% active; AID 588342, 2011;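 note: potency is the fitted concentration of half-maximal effect; plate controls were vehicle for no effect and reference inhibitor for full effect; nearly all actives have a fitted effect of over 55% in size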
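Biochemical qHTS of compounds, final roughly 60 µM downward over six points, against 10 nM purified firefly luciferase using Km concentrations of substrates (10 uM D-luciferin, 10 uM ATP) in Tris acetate pH 7.5 buffer; luminescence output.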
Menin-MLL TR inh: qHTS Assay for Inhibitors Targeting the Menin-MLL Interaction in MLL Related Leukemias: Competition With Texas Red Labeled MLL-derived Mutant Peptide. Menin + Texas Red MLL mutant peptide, fluorescence polarization. Potency, µM (doses to about 61.6 µM), for the others: top-dose FP activity change, negative = inhibition, hits mostly inhibitors. 270,000 tested, 0.23% active; active = well fitted inhibition curve with a large enough effect in the polarisation, with a control signal flat, not every such curve was filed as active; inconclusive = small, poorly fitted or top-dose-only effect, or effect the other way, or a change in a side signal; inactive = no such curve, though single readings can be large or run the other way; the % refers to the polarisation; note: potency is the fitted concentration of half-maximal effect; % of control where 0% means no effect; many of its hits are not listed in these tables
Target sequence (O00255 whole entry, looked up): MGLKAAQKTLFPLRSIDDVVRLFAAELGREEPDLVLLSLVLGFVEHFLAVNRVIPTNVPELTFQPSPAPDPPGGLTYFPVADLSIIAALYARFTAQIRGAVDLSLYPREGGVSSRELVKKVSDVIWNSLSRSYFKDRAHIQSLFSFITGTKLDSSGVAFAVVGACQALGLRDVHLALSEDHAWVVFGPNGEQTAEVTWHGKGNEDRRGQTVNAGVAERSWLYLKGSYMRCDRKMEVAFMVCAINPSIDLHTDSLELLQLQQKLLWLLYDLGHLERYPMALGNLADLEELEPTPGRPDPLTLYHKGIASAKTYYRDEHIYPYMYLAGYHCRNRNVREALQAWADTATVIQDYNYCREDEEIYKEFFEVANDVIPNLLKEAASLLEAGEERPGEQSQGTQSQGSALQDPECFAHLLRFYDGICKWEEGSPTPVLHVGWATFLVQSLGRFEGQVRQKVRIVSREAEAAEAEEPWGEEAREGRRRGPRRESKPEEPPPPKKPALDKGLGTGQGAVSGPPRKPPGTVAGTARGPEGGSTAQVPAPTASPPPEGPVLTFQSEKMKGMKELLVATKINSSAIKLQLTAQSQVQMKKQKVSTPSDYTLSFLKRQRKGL
Numbers without * were called inactive; ? = inconclusive; · = no result given; & = joins results of further samples; [ ] = remark or other dose. Unless noted, calls come from the whole dose curve; as a rule, active = well fitted curve in the direction sought with a large enough effect; inconclusive = small, poorly fitted or top-dose-only effect, or another doubt; inactive = no such curve, though single readings can be large; an effect the other way counts as inactive or inconclusive. This is a subset; count on the stated rates, not on these rows.

SMILES	ELG1 repair inh	Rab9 prom act	VP16 counter	NPC1 promoter act	KCNH2 3.1 inh	RORg inh	Mito fusion yeast	MBNL1 CUG block	PKM2 activator	FLuc counter	Menin-MLL TR inh
Cn1c(=O)[nH]c2cc3ccccc3cc21	?	-1%	8%	-3%	-1	-14%	0%	15%	1%	-13%	1%
CCOC(=O)N1CCN(C(=O)c2ccc(CSc3ccc(Cl)cc3)cc2)CC1	?	-4%	?	-5%	-7	?	6%	-1%	15%	-4%	-28%
CN(C)CCOCCSc1ccc(Cl)cc1	-1%	?	-9%	-4%	-5	-14%	-3%	3%	-2%	8%	-7%
O=C(NC(=S)NC(=O)c1ccccc1F)c1ccccc1F	?	1%	5.6µM*	-34%[inhibitor]	-8	?	1%	-7%	-3%	?	-1%
CCN(CC)C(=O)C1(P(=O)(c2ccccc2)c2ccccc2)CCC1	-3%	-1%	-14%	-2%	-15	1%	0%	0%	2%	-1%	·
Cc1ccc(-n2c(Cn3ncc4ccccc4c3=O)n[nH]c2=S)cc1	10%	3%	-8%	1%	-5	?	-2%	-5%	-3%	-6%	1%
COc1ccc(C)cc1S(=O)(=O)NCc1cccs1	19%	1%	6%	-8%	7	-18%	-6%	-4%	4%	0%	3%
CCOc1ccc(S(=O)(=O)N2CCN(C(=O)c3ccncc3)CC2)cc1	1%	5%	-5%	-1%	-1	4%	0%	-8%	0%	2%	·
CCCc1nnc(NC(=O)CCC(=O)N2CCN(S(=O)(=O)c3ccc(F)cc3)CC2)s1	-13%	-2%	8%	-1%	4	22%	1%	-14%	4%	0%	·
COc1ccc(C)cc1NC(=O)C1CCN(C(=O)c2ccc(C(C)(C)C)cc2)CC1	18%	21%	?	10%	-6	14%	16%	-3%	·	?	-29%
COc1ccccc1NC(=O)c1ccc(-c2ccccc2F)o1	?	?	2%	18%	0	24%	3%	2%	6%	-8%[2.3 µM]	16%
CCn1cc(CN2CCC(n3nccc3NC(=O)c3cccc(F)c3)CC2)cn1	1%	5%	-3%	-4%	0	-15%	-1%	4%	-5%	-2%	·
c1ccc(-n2cnc3ccccc32)nc1	?	15%	6%	14%	3	7%	-8%	-1%	1%[11.5 µM]	-13%	-21%
CC(/C=C/c1ccc(C)o1)=C\C(=O)O	6%	1%	?	-11%	8	20µM*	5%	-1%	?	-4%	-3%
Cc1ccc2nc(Nc3ccccc3)c(C=O)c(=O)n2c1	10%	8%	·	4%	-3	·	4%	19%	1%	-9%	-1%
Nn1c(SCC(=O)Nc2ccc(S(=O)(=O)N3CCCC3)cc2)nnc1C(F)(F)F	4%	2%	3%	-1%	-9	4%	-4%	2%	-2%	1%	-4%
COc1ccc(CNC(=O)COC(=O)c2n[nH]c3ccccc23)cc1OC	16µM*	-2%	-22%	-4%	9	?	2%	?	-24%	5%	18%
Cc1nn(CC(=O)N/N=C/c2cccs2)c(C)c1[N+](=O)[O-]	3%	0%	-27%	-4%	4	?	-2%	8%	-6%	-3%	·
COc1cc(SC)ccc1C(=O)N1CCN(c2ccc(O)cc2)CC1	21µM*	-5%	-17%	1%	-1	20%	-2%	-1%	23%	-10%	-21%
Cc1ccc(C(=O)OCC(=O)Nc2ccccc2)cc1NC(=O)c1ccco1	?	14%	-7%	-3%	-5	22%	2%	-1%	-3%	-13%	10%
CCN(CC)C(=O)c1[nH]cnc1C(=O)N[C@@H](C)C(=O)OCc1ccccc1	-5%	13%	-6%	0%	-2	-24%	-3%	-4%	-1%	0%	-12%
CCc1ccc(-c2cc3c(=O)n(CC(=O)NCCCN4CCN(CC)CC4)nc(C)n3n2)cc1	19%	0%	6%	10%	18	14%	7%	-3%	2%[0.46 µM]	?	-6%
COc1ccc(NC(=O)CN2C(=O)COc3ccc(S(=O)(=O)N4CCCCCC4)cc32)cc1	9%	-8%	6%	-2%	-11	21%	1%	-1%	·	-6%&-13%	·
CCc1nnc(NS(=O)(=O)c2ccc(NS(=O)(=O)c3ccc(NC(C)=O)cc3)cc2)s1	10%	-2%	3%	-4%	·	-2%	0%	-10%	0%	1%	1%
Cc1ccccc1-c1nn(-c2ccc(F)cc2F)cc1CNCCCN(C)C	-6%	-3%	-4%	-6%	-1	-36%	-6%	9%	1%	0%	1%

Following part:
SMILES	ELG1 repair inh	Rab9 prom act	VP16 counter	NPC1 promoter act	KCNH2 3.1 inh	RORg inh	Mito fusion yeast	MBNL1 CUG block	PKM2 activator	FLuc counter	Menin-MLL TR inh
CCN(CC)c1ccc(N=Cc2cc(Br)ccc2O)cc1	?	-6%	?	-1%	16	18µM*	-4%	22%	-1%	9.5µM*	?
O=C(CN1C(=O)NC2(CCCC2)C1=O)Nc1ccc(F)cc1	?	-5%	-5%	-1%	1	8%	-1%	-3%	-3%	4%	2%
O=[N+]([O-])c1cccc(NC(=S)N2CCN(S(=O)(=O)c3ccccc3)CC2)c1	-7%	0%	-6%	-1%	-11	-10%	5%	14%	9%	3%	·
CCn1c(=O)cc(OCC(=O)Nc2nc(C)cs2)c2ccccc21	?	0%	-13%	-4%	10	?	6%	4%	2%	1%	8%
COc1ccc(NC(=O)c2cccc(N3C(=O)C4CCC(C)CC4C3=O)c2)c(OC)c1 (stereo unspecified)	3%	19%	4%	0%	-3	22%	-9%	-1%	·	-20%	0%
CCC(C)[C@H](NC(=O)C1CCN(C(=O)[C@H](Cc2ccccc2)NC(=O)OC(C)(C)C)CC1)C(=O)O (stereo partly specified)	11%	0%	-3%	7%	28	5%	5%	-2%	·	3%	-25%
CCOC(=O)c1c(C)[nH]c(N=Nc2ccccc2)c1C	?	?	?	?	-7	?	0%	-3%	-6%	12µM*	?
Cn1ncc([N+](=O)[O-])c1C(=O)Nc1nc2ccccc2n1CCN1CCCCC1	-20%	2%	?	-2%	5	3.5µM*	2%	4%	1%	7%	-11%
CC1(C)CC(=O)C=C(Nc2ccc(OCC(F)(F)C(F)F)cc2)C1	12%	2%	·	2%	·	1%[0.365 µM]	3%	4%	4%	5%	-5%
CCC1CCCCN1C(=O)COC(=O)c1cc2ccccc2cc1O (stereo unspecified)	?	8%	2%	12%	13	-12%	20%	?	1%	?	-6%
CC(C)Oc1ccc(C(=O)NN2C(=O)NC3(CCCCC3)C2=O)cc1	?	1%	·	0%	11	·	0%	·	·	4%	·
COc1ccc(S(=O)(=O)N2CCCC2CNC(=O)C(=O)NCc2cccs2)cc1 (stereo unspecified)	?	2%	·	-2%	18	·	1%	·	·	0%	·
Cc1ccc(C)c(N2N=C(C(=O)O)CCC2=O)c1	-22%	-1%	-21%	-2%	5	-7%	-1%	0%	-1%	-2%	·
C=CCn1c(SCc2c(Cl)cccc2Cl)nnc1-c1cccnc1	-2%	-1%	6%	-1%	-120*	26%	3%	-2%	-1%	-2%	0%
Oc1cccc2ccc(/C=C/c3ccccc3Cl)nc12	?	4%	4.5µM*	?	-6	4µM*	-1%	6%	·	1.9µM*	?
COc1ccccc1C(=O)C1CCCN(C(=O)C2=CC(=O)CC(C)(C)O2)C1 (stereo unspecified)	12%	7%	10%	-3%	-3	-9%	-3%	1%	·	0%	0%
NC1=NS(=O)(=O)NC1c1ccc(Cl)cc1 (stereo unspecified)	0%	2%	-5%	1%	-2	-19%	-5%	-8%	6%	6%	-1%
CC(C)Cn1c(C(C)NC(=O)Cc2ccccc2)nc2ccccc21 (stereo unspecified)	4%	-3%	5%	-2%	-4	?	2%	?	7%	1%	-2%

Assay outcomes as filed in PubChem.
